Screening data from PubChem.
PGE2 EP2 inh: EP2 receptor (human) inhibition. C6 glioma cells expressing human EP2, cAMP TR-FRET; cells stimulated with saturating PGE2. inhibition, % at 25 µM. 260,000 tested, 0.52% active. AID 1422;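 active = percent inhibition above 40 after rounding to a whole number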;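 note: rat C6 glioma host cells with rolipram phosphodiesterase inhibitor present; the protocol text gives 20 µM as final concentration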
EP2 mod: modulators of human EP2 prostaglandin E2 receptor; EP2-expressing cells, cAMP HTRF FRET, PGE2 co-stimulation; induction, % at 25 µM; 260,000 tested, 0.83% active;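 active = compounds whose cAMP rise, as percent of the full-agonist control response, exceeds 60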;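 note: rat C6 glioma line stably carrying human EP2 under a CMV promoter; the protocol text gives 20 µM as final concentration; 100% = response of wells given 1 µM PGE2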
m-calpain inh: inhibitors of pig calpain II | purified calpain II, fluorogenic peptide substrate, 30 min | inhibition, % at 16 µM | 220,000 tested, 0.37% active | AID 1236;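 active = inhibition above about 50%, limit read from the data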
Rad51 HR inh: Rad51 (human) homologous recombination inhibition; Q06609; hRad51 DNA strand exchange, fluorescence dequenching; inhibition, % at 10 µM; 200,000 tested, 0.085% active;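 active = inhibition above 40% at the single screening dose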;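 note: 0% = DMSO control wells and 100% = blanks with heterologous ssDNA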
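System: hRad51 filaments on single-stranded DNA; reagent: Fluorescein- and BHQ1-tagged 47-mer duplex; compound dosing: one concentration, 10 µM final; timing: filaments 15 min 37 °C, then compound 30 min; measured by: fluorescein emission 520 nm, excitation 485 nm; benchmarks: per-plate controls and blanks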
TbHK1 inh: blocks Trypanosoma brucei hexokinase 1 activity; recombinant TbHK1, G6PDH-coupled NADH A340; inhibition, % at 10 µM; 220,000 tested, 0.11% active;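 active = inhibition of 50% or more in the single-dose primary screen; inactive = inhibition below 50%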
zVAD death inh: blocks zVAD induced death of L929 cells | 220,000 tested, 0.38% active | AID 1377 | viability rescue, % at 10 µM | L929 zVAD necroptosis rescue, ATP luminescence, 24 h; with zVAD 60 µM;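 active = activation, scaled between plate controls, above about 75%, limit read from the data; inactive = activation under that limit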;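 note: 0% = zVAD with DMSO and 100% = DMSO alone without zVAD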
14-3-3 Bad PPI: disrupts binding of bovine 14-3-3 zeta to phospho-Bad peptide | TR-FRET 14-3-3zeta/Dy647-pBad peptide displacement, 1 h | inhibition, % at 21.7 µM | 220,000 tested, 0.71% active;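 active = inhibition above about 70%, limit read from the data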;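 note: 0% = full 14-3-3 plus peptide FRET controls and 100% = background without 14-3-3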
Hck-Nef inh: human Hck-Nef kinase inhibition | Recombinant Hck-YEEI plus Nef, Z-Lyte FRET kinase assay | inhibition, % at 20 µM | 220,000 tested, 0.68% active;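 active = Hck-Nef kinase inhibition above about 50%, limit read from the data; inactive = inhibition below that limit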;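 note: 0% = DMSO with Hck plus Nef and 100% = Hck alone without Nef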
eIF4E 4G PPI: inhibitors of eIF4E and eIF4G interaction in translation initiation; 220,000 tested, 0.37% active; AID 782; P63073+Q04637; TR-FRET eIF4E-eIF4GI(517-606) binding, 2 h; inhibition, % at 21.7 µM;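 active = inhibition above about 30%, limit read from the data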;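 note: 0% = full FRET control wells and 100% = background wells lacking eIF4GI fragment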
Target sequence (P63073 whole entry, looked up, the tested form may be a part): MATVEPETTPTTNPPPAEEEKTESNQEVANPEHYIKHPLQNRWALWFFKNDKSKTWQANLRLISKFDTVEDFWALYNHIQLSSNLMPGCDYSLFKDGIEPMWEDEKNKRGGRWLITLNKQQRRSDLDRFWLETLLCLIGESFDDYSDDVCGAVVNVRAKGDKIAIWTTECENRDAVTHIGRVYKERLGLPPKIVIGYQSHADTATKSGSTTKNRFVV
Target sequence (Q04637 whole entry, looked up, the tested form may be a part): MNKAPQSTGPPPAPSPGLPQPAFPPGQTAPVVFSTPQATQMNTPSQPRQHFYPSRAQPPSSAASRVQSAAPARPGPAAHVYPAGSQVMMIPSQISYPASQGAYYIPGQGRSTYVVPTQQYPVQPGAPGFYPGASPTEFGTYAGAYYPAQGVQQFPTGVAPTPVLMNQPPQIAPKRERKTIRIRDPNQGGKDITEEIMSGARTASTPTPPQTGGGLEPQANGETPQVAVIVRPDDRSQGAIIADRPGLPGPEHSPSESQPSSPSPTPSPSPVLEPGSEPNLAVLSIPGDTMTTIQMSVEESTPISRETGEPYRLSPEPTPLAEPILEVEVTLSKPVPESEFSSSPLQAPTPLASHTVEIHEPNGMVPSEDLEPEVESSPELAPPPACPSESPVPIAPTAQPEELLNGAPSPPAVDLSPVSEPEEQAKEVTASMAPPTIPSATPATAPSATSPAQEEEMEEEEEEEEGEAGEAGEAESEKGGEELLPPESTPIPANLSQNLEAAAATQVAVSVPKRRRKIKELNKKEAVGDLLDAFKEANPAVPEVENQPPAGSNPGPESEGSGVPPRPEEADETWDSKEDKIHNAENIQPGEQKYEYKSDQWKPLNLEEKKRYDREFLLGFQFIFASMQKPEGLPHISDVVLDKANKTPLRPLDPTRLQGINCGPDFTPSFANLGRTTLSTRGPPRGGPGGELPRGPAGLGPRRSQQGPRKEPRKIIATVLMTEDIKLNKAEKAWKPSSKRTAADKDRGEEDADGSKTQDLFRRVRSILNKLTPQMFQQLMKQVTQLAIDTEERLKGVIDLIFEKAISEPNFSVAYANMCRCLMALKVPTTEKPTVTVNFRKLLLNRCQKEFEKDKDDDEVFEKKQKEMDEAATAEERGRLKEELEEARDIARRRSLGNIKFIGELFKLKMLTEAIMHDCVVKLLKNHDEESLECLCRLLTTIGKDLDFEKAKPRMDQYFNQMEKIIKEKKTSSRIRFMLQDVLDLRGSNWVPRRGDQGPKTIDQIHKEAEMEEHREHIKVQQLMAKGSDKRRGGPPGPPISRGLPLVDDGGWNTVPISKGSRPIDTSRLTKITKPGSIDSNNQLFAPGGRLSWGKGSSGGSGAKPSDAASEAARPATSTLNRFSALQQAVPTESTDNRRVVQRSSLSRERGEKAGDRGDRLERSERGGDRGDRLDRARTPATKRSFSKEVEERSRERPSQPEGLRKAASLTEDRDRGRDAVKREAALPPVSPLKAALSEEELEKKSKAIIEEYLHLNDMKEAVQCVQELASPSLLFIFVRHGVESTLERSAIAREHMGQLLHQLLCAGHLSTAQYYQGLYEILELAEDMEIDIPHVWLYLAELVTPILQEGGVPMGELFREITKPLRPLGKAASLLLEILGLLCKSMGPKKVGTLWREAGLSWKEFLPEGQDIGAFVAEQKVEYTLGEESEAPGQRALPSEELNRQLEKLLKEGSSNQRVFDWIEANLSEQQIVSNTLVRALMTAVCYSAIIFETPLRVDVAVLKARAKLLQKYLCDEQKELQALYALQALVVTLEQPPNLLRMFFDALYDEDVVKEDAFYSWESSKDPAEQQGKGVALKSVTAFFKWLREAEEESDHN
Numbers without * were called inactive; nt = not tested or not shown; & = joins results of further samples; [ ] = remark or other dose. Not all compounds are listed; the hit share may differ from the screen's.

SMILES	PGE2 EP2 inh	EP2 mod	m-calpain inh	Rad51 HR inh	TbHK1 inh	zVAD death inh	14-3-3 Bad PPI	Hck-Nef inh	eIF4E 4G PPI
CCOC(=O)c1ccc([N+](=O)[O-])cc1NC(C)=O	3	5	6	-1	-9	-0.4	-7	5	12
Cc1c(Cl)c(C(=O)Nc2nc3ccccc3n2CCN2CCCCC2)nn1C	nt	2	4	nt	-20	1.2	2	0	4
COc1cccc2cc(C(=O)n3ccc(C)n3)c(=O)oc12	11	-6	-67	12	0	0.2	nt	-7	nt
COc1cc(OC)cc(C(=O)N[C@H](C(=O)Nc2ccc(NC(C)=O)cc2)C(C)C)c1	13	3	8	-2	-8	1.5	-1	-7	-5
COc1cccc(NC(=O)CSc2nnc(Cc3cccn3C)n2-c2ccc(F)cc2)c1	5	-26	-13	2	-8	0.5	6	20	3
C=CCn1c2ccccc2n2nc(C)c(=O)nc12	11	10	-208	3	-11	1.0	13[fluorescence artefact?]	-10	3[fluorescence artefact?]
Cc1cc(C)n(-c2ccc(Oc3ccccc3)c(S(=O)(=O)O)c2)n1	4	7	-21	-20	5	2.0	4	9	1
COc1ccc(Br)cc1/C=C/C(=O)c1ccc(NC(C)=O)cc1	17	-7	12	-7	-16	88*	-14	1	-1
Cc1cccc(C)c1NS(=O)(=O)c1ccc2c(c1)NC(=O)CO2	7	-36	-7	6	-1	4.6	-3	20	-4
CCNC(=O)c1ccccc1SCc1ccccc1	3	5	8	5	5	0.0	-12	25	2
O=C(O)C1CCCN1S(=O)(=O)c1ccc(Cl)c(Cl)c1 (stereo not drawn)	4	22	-2	0	-2	0.3	2[fluorescence artefact?]	-1	0[fluorescence artefact?]
N#CC1=C(c2ccccc2)/C(=C/c2ccccc2)OC1=O	35	-43	-31	-1	-10	0.1	4	-2	1
COc1ccc(-n2c(SCC(=O)Nc3ccc(Br)cc3)nc(O)cc2=O)cc1	8	-3	-23	-7	0	1.0	-3	18	-1
CC(C)CC(=O)NN1CCCCC1	15	-1	-10	18	5	2.3	6	-22	2
CC(/C=C/c1ccccc1)=N\NC(=O)CSc1ccccn1	13	-49	30	10	-13	0.7	-2[fluorescence artefact?]	-1	2[fluorescence artefact?]
Cc1ccc(-n2c(=O)[nH]c3ncccc3c2=O)cc1	3	2	-26	-18	6	0.8	-2	10	5
Cc1ccc(C)c(Cn2nnc3c(=O)[nH]c(C4CCCN(C(=O)C5CCC5)C4)nc32)c1 (stereo not drawn)	7	42	-37	-29	3	-0.6	-10[fluorescence artefact?]	0	2[fluorescence artefact?]
CN(CCC#N)C(=O)CSc1ncnc2sc(-c3ccccc3)cc12	13	0	-13	0	-21	2.6	10[fluorescence artefact?]	3	4[fluorescence artefact?]
Cc1ccc(Cc2c(C)nc3nc(SCC(=O)NCc4ccco4)nn3c2C)cc1	10	13	-23	1	12	-0.7	-11[fluorescence artefact?]	7	1
OCc1nc2ccccc2n1CCCOc1ccc(Br)cc1	13	-20	-8	2	4	0.8	7	0	-7
COC(=O)Cc1c(O)ccn(CCc2c[nH]c3ccc(OC)cc23)c1=O	8	25	-8	nt	-14	-0.4	-1	7	2
CC(=O)Oc1ccc(C(=O)Nc2cc(C)ccc2NC(=O)COc2ccccc2)cc1	nt	-16	-1	nt	-1	0.0	-1	0	-3
Cc1ccc(NC(=O)CN2CCC(Cc3ccccc3)CC2)cc1S(=O)(=O)N(C)C	8	-9	46	-15	6	1.3	22	-3	-1
CCCCSc1nnc(-c2ccc(C)cc2)n1C	4	-9	-2	-9	1	0.2	-1	-1	8
Cc1ccc(O)c(C=Nc2cc(C)ccc2O)c1	2	22	5	nt	0	-0.1	5	2	-3

Additional compounds
SMILES	PGE2 EP2 inh	EP2 mod	m-calpain inh	Rad51 HR inh	TbHK1 inh	zVAD death inh	14-3-3 Bad PPI	Hck-Nef inh	eIF4E 4G PPI
CC(C)(C)OC(=O)N1Cc2cc3ccccc3nc2C1CO (stereo not drawn)	10	-8	-10	1	-5	1.2	1	6	0
O=C(O)Cn1cnc2c(oc3ccccc32)c1=O	8	-7	-24	-2	0	0.4	3	4	0
CCc1cc2c(NCCO)ncnc2s1	6&13	21&-51	-35	-9	0	-0.1	0[fluorescence artefact?]	3	-4
C=CCc1cc(OC)ccc1OCCN(C)Cc1ccccc1	2	4	21	-7	7	0.9	35	-28	2
CC(=O)SCC(=O)N=c1sc2cc(F)ccc2n1C	11	16	-19	17	-5	0.2	-7	1	-1
COCC(=O)NC1CC2CCCC(C1)N2Cc1ccccc1 (stereo not drawn)	7	-12	-7	3	-2	0.5	-7[fluorescence artefact?]	0	-6[fluorescence artefact?]
CCN(CC)c1ccc(NC(=O)C2CCCN(S(=O)(=O)c3cnc[nH]3)C2)c(C)c1 (stereo not drawn)	16	2	1	3	-4	2.1	2	3	-2
COc1cccc(C(=O)NC(C)C(c2cccs2)N2CCN(C)CC2)c1 (stereo not drawn)	6	4	-3	nt	13	0.2	11	2	2
CCOC(=O)CC1CCCCN1Cc1nc(-c2ccc(F)c(OC)c2)oc1C (stereo not drawn)	7	12	15	17	-3	-0.4	-15	-4	0
Cc1ccc(C(=O)N2CCN(c3ccc([N+](=O)[O-])c(NCc4ccco4)c3)CC2)cc1	10	-22	-6	6	6	-0.1	-10	-1	-21[fluorescence artefact?]
O=C(Cn1c(NCCCO)nc2ccccc21)c1ccc(Br)cc1	16	10	-26	6	-4	-0.5	21	0	-8
COc1ccc(C2CC(=O)c3cnc(N4CCN(Cc5ccccc5)CC4)nc3C2)cc1 (stereo not drawn)	5	21	0	-3	-15	1.5	-8	0	-2
Cc1ccc(-c2nnc(N3CCCCC3)c3ccccc23)cc1S(=O)(=O)N1CCN(C)CC1	-3	17	-36	-4	-22	0.1	0	0	8
CC(C(=O)Nc1ccccc1)N1C(=O)c2ccccc2C1=O (stereo not drawn)	4	4	-18	15	-11	6.6	-10	23	1
O=C(O)Cn1ccc2ccccc21	6	-8	-13	-6	4	-1.0	2	27	-4
O=C(CCc1ccccc1)c1c(O)cc(O)cc1O	9	25	-11	-3	-37	0.1	-1	69*	-17
COC(=O)Nc1ccc(S(=O)(=O)N(CCO)CCO)cc1	9	12	-15	-3	-2	0.4	-4	0	-3[fluorescence artefact?]
CCn1c(SCc2cccc(C)c2)nnc1-c1ccc(C)cc1	11	-6	17	-9	-1	0.0	6[fluorescence artefact?]	1	-6
O=C1/C(=C/c2ccc(Cl)cc2)NC(=S)N1Cc1cccnc1	5	-46	0	-4	1	0.8	-16	-20	0
Cc1ccc(S(=O)(=O)N(C)C)cc1NC(=O)Nc1c(-c2ccccc2)noc1C	6	9	-13	nt	-3	0.5	-6	13	-3
COc1ccccc1NC(=O)C/C(N)=N/O	5	-1	-15	-6	-3	-0.1	2[fluorescence artefact?]	-24	6
O=[N+]([O-])/C(C(Cl)=C(Cl)Cl)=C(/NC1CC1)Sc1ccccc1	-1	28	-4	-5	-15	3.1	6	36	6
CC(=O)c1ccc(Sc2nnc(C)s2)c([N+](=O)[O-])c1	7	-36	12	nt	-6	-2.3	-4	13	1
N#Cc1ccsc1NC(=O)COC(=O)c1ccc2ccccc2c1	6	-33	-14	-30	21	-0.7	-6	-1	-2
COC(=O)c1ccccc1NC(=O)Nc1nnc(N2CCC(C)CC2)s1	19	-8	13	4	-1	-0.2	-6	3	-1

Reprinted at random: two compounds from above.
SMILES	PGE2 EP2 inh	EP2 mod	m-calpain inh	Rad51 HR inh	TbHK1 inh	zVAD death inh	14-3-3 Bad PPI	Hck-Nef inh	eIF4E 4G PPI
CCc1cc2c(NCCO)ncnc2s1	6&13	21&-51	-35	-9	0	-0.1	0[fluorescence artefact?]	3	-4
COCC(=O)NC1CC2CCCC(C1)N2Cc1ccccc1 (stereo not drawn)	7	-12	-7	3	-2	0.5	-7[fluorescence artefact?]	0	-6[fluorescence artefact?]

(listing goes on)
SMILES	PGE2 EP2 inh	EP2 mod	m-calpain inh	Rad51 HR inh	TbHK1 inh	zVAD death inh	14-3-3 Bad PPI	Hck-Nef inh	eIF4E 4G PPI
CCCCOc1ccc(-c2cc(C(F)(F)F)c(C#N)c(SCC(=O)O)n2)cc1	9	-6	-210	-98	-3	7.3	-11	20	1
Fc1ccc(C(c2ccc(F)cc2)N2CCN(C/C=C/c3ccccc3)CC2)cc1	8&10&14	46&30&52	26	-4	6	2.1	27	-5	5
COC(=O)c1cccc(NCN2C(=O)c3ccccc3C2=O)c1	4	15	-11	4	-1	-0.6	-3	-1	6
CC(=O)Nc1ccc(/C(C)=N/Nc2nc(Nc3cccc4ccccc34)nc(N3CCOCC3)n2)cc1	17	-24	-32	-1	-12	-0.5	0	-1	9
Oc1ccc(-c2nc3ccc4ccccc4c3c3c2CCC3)cc1O	8	10	-83	-6	-3	69	8	1	-1
O=C(CCCC(=O)N(CC(=O)NC1CCCCC1)Cc1ccccc1)Nc1ccccn1	17	4	-40	4	0	-0.6	-7[fluorescence artefact?]	5	-7
Cc1ccc(C(=O)Nc2nnc(-c3ccco3)o2)cc1	10	9	-3	2	-19	0.7	15	1	2
O=C(/C=C/c1ccc(S(=O)(=O)N2CCOCC2)cc1)NCc1ccc(Cl)cc1	6	-36	25	-11	9	0.4	-3[fluorescence artefact?]	1	4
O=C(Nc1nc(-c2ccccc2)cs1)C1c2ccccc2Oc2ccccc21	15	12	-2	5	0	-0.1	28	0	-19
NS(=O)(=O)c1ccc(NC(=O)c2ccccc2C(=O)N2CCCCC2)cc1	-2	-1	-6	-4	-3	-0.3	-5	0	1
COc1ccc(-c2onc(C)c2-c2cnn(-c3ccccc3)c2)c(O)c1	4	-43	-18	4	4	1.2	-26	0	0
O=C(Nc1ccc(N2C(=O)C3CCCCC3C2=O)cc1Cl)c1cccs1 (stereo not drawn)	5	-6	11	1	-3	0.7	7	16	-3
C=C(Cl)COc1ccc2c(CC)cc(=O)oc2c1	12	36	-55	-5	0	0.4	-1	1	5
COC(=O)c1cccc(NC(=O)CSc2ncn[nH]2)c1	9	1	7	nt	3	0.3	-13	1	-1
O=C(CCCSc1nc2ccccc2[nH]1)NCc1ccc(Cl)cc1	10	-74	13	1	11	-0.2	-22	6	0[fluorescence artefact?]
COc1ccc(CCNS(=O)(=O)c2cccc(S(=O)(=O)N3CCCC3)c2)cc1OC	13	6	10	3	-2	0.4	4	0	-5
CC(C)c1c(O)nc(SCCN(C)C)[nH]c1=O	8	15	2	-3	-2	-0.5	8	-1	-3
Cn1cccc1Cc1nnc(SCC(=O)Nc2ccc3c(c2)OCO3)n1CCc1ccccc1	4	49	1	4	6	0.1	3[fluorescence artefact?]	-2	6
O=C1OC(OC(=O)c2ccccc2Br)C(N2CCOCC2)=C1Cl (stereo not drawn)	7	15	-4	4	34	-0.2	-17[fluorescence artefact?]	3	3
CC1CN(S(=O)(=O)c2cccc(C(=O)OCC(=O)c3cccs3)c2)CC(C)O1 (stereo not drawn)	14	-24	-17	-13	0	-0.3	5	-19	1
COC(=O)c1ccccc1NC(=O)Nc1cccs1	5	-15	-16	-3	0	0.0	15	-1	-1
Cc1ccc2[nH]c(=O)c(CN(Cc3ccccc3)Cc3nnnn3C3CCCC3)cc2c1	9	57	31	4	0	-0.3	0	0	3[fluorescence artefact?]
O=C(NCc1n[nH]c(=S)n1-c1ccc(F)cc1)c1ccc(S(=O)(=O)N2CCCC2)cc1	16	-4	1	3	-9	0.6	nt	1	nt
COc1ccc(-c2c(C#N)c(N)nc3sc(C(=O)c4ccccc4)c(N)c23)cc1	11	13	-30	-21	-12	-0.1	-61	-1	3
O=C(Nc1ccccc1)Nc1ccc(F)cc1F	6	-47	-26	3	-1	3.2	-2	20	4
CCc1ccc(OCC(=O)Nc2ncc3c(n2)CC(C)(C)CC3=O)cc1	6	27	-15	8	-2	0.8	4	1	-3
